# From PubChem
# TMEM16A inh – blocks the mouse calcium-activated chloride channel TMEM16A; HEK293 TMEM16A/YFP iodide influx fluorescence, ionomycin; Q8BHY3; actives 1.2% (n = 310,000); normalized B-score (activity score, 25-100; higher = stronger inhibition) at 10 µM;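 active = ratio plate-corrected score three or more library SD toward inhibition, starting fluorescence score within five deviations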;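 note: score derived from kinetic fluorescence span divided by baseline fluorescence per well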
# KCNK3 inh – human KCNK3 channel inhibition, primary screen | actives 0.84% (n = 340,000) | CHO-KCNK3 thallium flux, FluxOR fluorescence; hits give low values | O14649 | AID 602410 | B-score at 10 µM;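 active = B-score under library mean minus 4 SD, starting fluorescence ratio at most library mean plus 5 SD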;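 note: more negative B-score means stronger inhibition of thallium flux through KCNK3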
# Target sequence (O14649 whole entry, looked up): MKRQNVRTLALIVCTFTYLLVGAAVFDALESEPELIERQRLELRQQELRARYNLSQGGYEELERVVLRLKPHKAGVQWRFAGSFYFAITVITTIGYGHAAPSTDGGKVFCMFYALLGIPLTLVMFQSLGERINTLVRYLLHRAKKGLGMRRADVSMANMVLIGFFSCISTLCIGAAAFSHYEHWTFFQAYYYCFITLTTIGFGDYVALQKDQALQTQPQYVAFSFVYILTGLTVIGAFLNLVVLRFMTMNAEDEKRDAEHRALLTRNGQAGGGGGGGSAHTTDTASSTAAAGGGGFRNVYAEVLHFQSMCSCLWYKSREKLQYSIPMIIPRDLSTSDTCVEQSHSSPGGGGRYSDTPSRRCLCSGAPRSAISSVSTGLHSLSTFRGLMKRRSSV
# HDAC3 inh – inhibitors of human histone deacetylase 3 | O15379 | recombinant HDAC3, fluorogenic peptide/trypsin coupled, fluorescence | inhibition, % at 8.3 µM | actives 0.15% (n = 320,000); in the data active = inhibition above about 26%, passing the limit was not always enough
# KCNQ1 act – potentiates or activates the human KCNQ1 potassium channel; P51787; CHO-K1 KCNQ1, thallium flux FluxOR fluorescence; hits give high values; actives 0.35% (n = 310,000); AID 2648; B-score at 10 µM;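 active = fluorescence ratio B-score, a plate-corrected score, at least three library SD, with initial intensity B-score within 5 SD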
# Target sequence (P51787 whole entry, looked up): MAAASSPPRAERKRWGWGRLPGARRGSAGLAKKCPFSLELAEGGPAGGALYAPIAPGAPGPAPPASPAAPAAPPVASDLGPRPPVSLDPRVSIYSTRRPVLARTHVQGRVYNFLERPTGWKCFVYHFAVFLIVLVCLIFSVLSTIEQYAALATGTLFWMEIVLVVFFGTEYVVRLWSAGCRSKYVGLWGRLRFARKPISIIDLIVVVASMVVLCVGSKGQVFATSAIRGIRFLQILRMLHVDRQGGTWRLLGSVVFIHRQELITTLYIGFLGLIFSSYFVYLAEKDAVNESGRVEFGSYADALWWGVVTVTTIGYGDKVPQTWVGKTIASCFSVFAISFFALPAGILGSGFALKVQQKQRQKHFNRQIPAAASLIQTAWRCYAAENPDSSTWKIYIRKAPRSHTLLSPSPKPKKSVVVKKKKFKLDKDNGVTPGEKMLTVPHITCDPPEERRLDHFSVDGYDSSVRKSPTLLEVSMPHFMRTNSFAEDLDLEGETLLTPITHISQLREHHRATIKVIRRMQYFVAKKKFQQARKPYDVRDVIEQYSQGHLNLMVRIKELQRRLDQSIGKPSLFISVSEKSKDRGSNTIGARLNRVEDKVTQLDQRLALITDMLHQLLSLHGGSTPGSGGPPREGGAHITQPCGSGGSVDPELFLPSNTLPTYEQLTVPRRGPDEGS
#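 Medium – assay buffer, equal DMSO in all wells · Material – CHO-K1 cell line with stable KCNQ1 potassium channel expression · Signal – kinetic FluxOR thallium fluorescence, 10-s 1-Hz baseline, 110-s post-stimulus read · Compound – single concentration per compound, DMSO matched to controls · Schedule – 37 °C overnight plating, 90-min dark dye load, 20-min compound pretreatment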
# TRPC4 act – opens the mouse TRPC4 cation channel | Q9QUQ5 | HEK293 TRPC4beta/mu-opioid, Fluo4 calcium fluorescence; hits give high values | B-score at 10 µM | actives 0.49% (n = 310,000);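 active = B-score above 5 SD of library B-scores, and initial fluorescence ratio not above library mean plus 5 SD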;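 note: positive B-score marks a calcium rise read as TRPC4 activation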
#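 System – HEK293 cells stably co-expressing mouse TRPC4beta and mu-opioid receptor · Signal – Fluo4 calcium-sensitive dye fluorescence, kinetic, 1 Hz baseline · Benchmarks – buffer (low) and maximal DAMGO (high) · Read-out – B score of integrated fluorescence ratio per well · Incubation – dye loading 45 min room temperature, 110 s kinetic read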
# KCNQ1 inh – inhibitors of human KCNQ1 potassium channel; CHO-K1 KCNQ1, FluxOR thallium flux fluorescence; hits give high values; B-score at 10 µM; actives 1.3% (n = 310,000); AID 2642;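 active = compounds whose thallium flux B-score, printed positive for inhibition, exceeds three library SD while starting fluorescence stays within three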;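 note: channel opened by potassium depolarization with thallium stimulus after 20 min compound exposure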
# ANO1 activ – mouse TMEM16A channel activation, primary screen; Q8BHY3; AID 623877; actives 0.3% (n = 340,000); B-score at 10 µM; HEK293 TMEM16A/YFP-H148Q/I152L, iodide quench fluorescence; hits give low values;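 active = fluorescence-ratio B-score plate-corrected deviation score at least 3 library SD below zero, with starting fluorescence score within 5 deviations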;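 note: channel opened by trigger with iodide after compound preincubation; score built on the fluorescence ratio of max minus min over baseline; more negative score means more quench and so TMEM16A activation or potentiation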
# hERG rescue – hERG (human) protection from proarrhythmic block; CHO-hERG, FluxOR thallium flux, dofetilide IC70 present; activation (rescue from dofetilide block), less the hit threshold, % at 10 µM; actives 0.51% (n = 310,000); AID 1511;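 active = activation above the mean of controls blocked by dofetilide plus 5 SD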;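 note: thallium influx through hERG after potassium depolarization seen as dye fluorescence rise; in these data hits start at about 4.7%; inactives centre near -7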
# KCNK9 inh – inhibitors of human KCNK9 two-pore domain potassium channel | B-score at 10 µM | actives 1.2% (n = 310,000) | HEK293 KCNK9, FluxOR thallium flux fluorescence; hits give low values | AID 488922 | Q9NPC2;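 active = ratio B-score over 3 SD below the library mean, with starting fluorescence within 5 SD of its mean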;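 note: negative B-score means less thallium flux so channel inhibition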
# Dyrk1A ADPGlo – Dyrk1A (rat) kinase inhibition. AID 504441. ADP-Glo luminescence, NFATc1 peptide. inhibition, % at 12.5 µM. actives 0.43% (n = 310,000); in the data active = inhibition above about 50%;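 note: plate controls were vehicle with enzyme for no effect and no enzyme for full effect; many of its hits are not listed in these tables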
# TRPC4 PAM – TRPC4 (mouse) allosteric potentiation; actives 0.42% (n = 310,000); HEK293 TRPC4beta/mu-opioid, DAMGO EC20, Fluo-4 Ca2+ flux; hits give high values; B-score at 10 µM;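 active = B-score of calcium response area above 5 SD of library B-scores, with initial fluorescence ratio within 5 SD of library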;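 note: B-score of integrated fluorescence ratio over time as area under calcium response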
# The depositor's hits bear a star; i = inactive; · = not tested or not shown. An excerpt. The share of hits here may be higher or lower than overall.
SMILES,TMEM16A inh,KCNK3 inh,HDAC3 inh,KCNQ1 act,TRPC4 act,KCNQ1 inh,ANO1 activ,hERG rescue,KCNK9 inh,Dyrk1A ADPGlo,TRPC4 PAM
Cc1ccc(OCCC(=O)N2CCN(c3ccc(O)cc3)CC2)cc1,i,i,·,i,i,i,i,-10,i,-3,i
C=CCn1c(O)c(N=O)c2ccccc21,i,i,·,i,i,i,i,-6,i,8,i
CCOc1cc(C2C(C(=O)c3ccco3)=C(O)C(=O)N2Cc2ccccc2)ccc1O (stereo not given),i,i,2,i,i,i,i,-7,i,-6,i
C=CCNC(=S)NCC,i,i,·,i,i,i,i,-2,i,0,i
C=CCn1c(=O)c2ccc(C(=O)NCc3ccccc3)cc2n(Cc2cccc(Cl)c2)c1=O,i,i,5,i,i,i,i,-13,i,-1,i
CCN(CC)CCN(Cc1cc2cc3c(cc2[nH]c1=O)OCCO3)C(=S)NCCCN(C)C,i,i,5,i,i,i,i,-9,i,-5,i
O=C(COC(=O)c1ccccc1)Nc1cccc(S(=O)(=O)NC2=NCCCCC2)c1,i,i,6,i,i,i,i,-3,i,-4,i
CCNC(=O)NC(=O)CSc1ccc(NC(C)=O)cc1,i,i,-3,i,i,i,i,0,i,-4,i
CS(=O)(=O)N(CC(=O)N1CCc2ccccc2C1)Cc1ccccc1,i,i,-7,i,i,i,i,-11,i,-3,i
O=[N+]([O-])c1ccc(/C=N/Nc2nc3ccccc3o2)cc1,i,i,10,i,i,i,i,-5,i,-3,i
COc1cccc(NC(=O)Cn2c(=O)n(CCCC(=O)NCc3ccco3)c(=O)c3ccccc32)c1,·,i,·,i,i,i,i,-4,i,·,i
Cc1cccc(NC(=O)c2ccc(S(=O)(=O)NCc3cccnc3)cc2)c1,i,i,-4,i,i,i,i,-7,i,2,i
Cn1ncc(Br)c1C(=O)NC1CCCCC1,i,i,-6,i,i,i,i,-5,i,1,i
Cc1ccc(CN(CC(=O)NCCc2ccccc2)C(=O)CCCC(=O)Nc2cc(C)on2)cc1,i,i,-3,i,i,i,i,-10,i,0,i
Cc1ccc(S(=O)(=O)NCCc2nc3ccccc3[nH]2)cc1,i,i,2,i,i,i,i,0,i,1,i
CC(C)(C)c1ccc(SCC(N)=O)cc1,i,i,2,i,i,i,i,-3,i,-1,i
OCCN1CCN(Cc2nc(-c3cccc(Cl)c3)no2)CC1,i,i,0,i,i,i,i,-11,i,3,i
CC(C)CC(NC(=O)c1ccc(Cl)cc1)C(=O)O (stereo not given),i,i,5,i,i,i,i,-14,i,-1,i
CCOC(=O)c1cnn(-c2ccccc2)c1NC(=O)CSc1nnc(-c2cccs2)n1CC,i,i,2,i,i,i,i,-19,i,-2,i
COc1cccc(CNC(=O)CSc2ccc(-c3ccco3)nn2)c1,i,i,2,i,i,i,i,-7,i,·,i
CCOC(=O)CSc1nnc(CNc2ccc(Cl)cc2)n1-c1ccccc1,i,i,-4,i,i,i,i,-18,i,-2,i
CC1CCN(CCCNC(=O)Cn2ncc3c([nH]c4ccccc43)c2=O)CC1,i,i,-6,i,i,i,i,-6,i,-1,i
CCc1cc2ccc(C)cc2nc1SCC(=O)N1CCN(C(=O)c2ccco2)CC1,i,i,0,i,i,i,i,3,i,0,i
CCCCN1Cc2cc(C(=O)c3cc(F)ccc3O)cnc2NC1=O,i,i,4,i,i,i,i,-3,i,1,i
Cc1ccccc1NC(=O)c1cc(S(=O)(=O)Nc2cccc(C(=O)O)c2)ccc1Cl,i,i,·,i,i,i,i,-7,i,3,i
CCCCN1C2CCCC1CC(NC(=O)c1ccc(OC)c(OC)c1)C2 (stereo not given),i,i,0,i,i,i,i,-4,i,-9,i
CCNC(=S)NCCN1CCOCC1,i,i,-3,i,i,i,i,-4,i,-4,i
O=C(CN1CCN(S(=O)(=O)c2ccccc2F)CC1)NC1CCCC1,i,i,-2,i,i,i,i,-4,i,1,i
N#Cc1c2ccc(OCC(=O)NCc3ccco3)cc2n2ccccc12,i,i,-13,i,i,i,i,-3,i,41,i
NC(Cc1ccc(OC(F)F)cc1)C(=O)O (stereo not given),i,i,-1,i,i,i,i,-9,i,-8,i
COc1ccc(-c2coc3cc(O)cc(O)c3c2=O)cc1,i,i,10,i,i,i,i,-5,i,12,i
CCCCc1ccc(NC(=O)C2CCCC2)cc1,i,i,3,i,i,i,i,-6,i,·,i
CCOC(=O)c1cc2c(ccn2C)n1CC(=O)N1CCC(C)CC1,i,i,9,i,i,i,i,-13,i,4,i
Cn1ccnc1SCc1cc(=O)[nH]c2ccccc12,i,i,-1,i,i,i,i,-6,i,-5,i
CCOC(=O)CC1ON(C)C(=O)N1c1ccc([N+](=O)[O-])cc1 (stereo not given),i,i,1,i,i,i,i,-2,i,-4,i
COc1ccccc1N1CCN(S(=O)(=O)c2ccc(Cl)s2)CC1,i,i,2,i,i,i,i,-4,i,-5,i
CCOC(=O)c1sc(NC(NC(=O)c2ccco2)(C(=O)OC)C(F)(F)F)nc1C (stereo not given),i,i,-1,i,i,i,i,-9,i,0,i
OC1(c2cccnc2)CCN(Cc2nnnn2Cc2ccccc2)CC1,i,i,7,i,i,i,i,-3,i,-10,i
COc1ccc(OC)c(NC(=O)NNC(=O)COc2ccc([N+](=O)[O-])cc2)c1,i,i,8,i,i,i,i,-1,i,·,i
O=c1nc(/C=C/c2ccc(-c3ccc(F)cc3)o2)cc(C(F)(F)F)[nH]1,i,·,7,i,i,11*,·,-27,i,·,i
O=C(Cn1nnc(-c2ccccc2)n1)N1CCN(c2ccc(F)cc2)CC1,i,i,3,i,i,i,i,-7,i,-3,i
Cc1cc2oc(C(=O)N(Cc3ccccc3)C3CCS(=O)(=O)C3)c(C)c2cc1C (stereo not given),i,-11*,17,i,i,i,i,-14,i,4,i
O=C(CSc1ncc(-c2ccc(F)cc2)[nH]1)Nc1cccc(O)c1,i,i,8,i,i,i,i,-5,i,30,i
O=C(Cc1cccs1)Nc1nnc(CCc2ccccc2)s1,i,i,-5,i,i,i,i,-10,i,-3,i
CN(C)c1nc2c(c(=O)[nH]c(=O)n2C)n1CCOc1ccccc1,i,i,0,i,i,i,i,-5,i,12,i
Cc1ccc(N2C(=O)c3cccc(Oc4ccc(Cl)cc4)c3C2=O)c(C)c1,i,i,5,i,i,i,i,-8,i,2,i
COc1cc2c(cc1OC)CN(C(=O)c1cc(S(=O)(=O)N3CCCCC3)ccc1Cl)CC2,i,i,5,i,i,i,i,-16,i,-14,i
O=[N+]([O-])c1c(C(Cl)Cl)nn(-c2ccccc2)c1N1CCOCC1,i,i,4,i,i,i,i,-20,i,·,i
N#Cc1c(-c2cccc(Br)c2)cc(-c2cccnc2)nc1N,25*,i,-3,i,i,i,i,-3,i,7,i
N#Cc1c(/N=C/c2ccco2)sc2c1CCC2,i,i,-4,i,i,i,i,0,i,6,i
CC(C)CC(=O)NC(C)C(c1cccs1)N1CCOCC1 (stereo not given),i,i,-2,i,i,i,i,-11,i,5,i
COc1cccc(C(=O)C2CCCN(Cc3c(C)n(C)n(-c4ccccc4)c3=O)C2)c1 (stereo not given),i,i,-3,i,i,i,i,-7,i,-3,i
COCc1[nH][nH]c(=O)c1/C=N/N1CCOCC1,i,i,6,i,i,i,i,-13,i,-4,i
CN1CCN(Cc2nc(Cc3ccccc3)no2)CC1c1ccccc1 (stereo not given),i,i,5,i,i,i,i,-8,i,-7,i
CCN(CC(=O)Nc1c(F)cccc1F)C(=O)CCOc1ccccc1,i,i,-2,i,i,i,i,-4,i,-1,i
Brc1ccc(-c2nc(-c3ccncc3)no2)o1,i,i,-2,i,i,i,i,-10,i,0,i
Cn1cc(C(=O)C(=O)N2CCN(c3ccccc3)CC2)c2ccccc21,i,i,-4,i,i,i,i,-11,i,-4,i
COc1ccccc1CNC(=O)[C@@H]1CCCN1S(=O)(=O)c1ccc(C)cc1,i,i,-2,i,i,i,i,-8,i,·,i
O=C(Cn1nc(-c2ccc(F)cc2)ccc1=O)Nc1ccc(C(=O)NC2CC2)cc1,i,i,-5,i,i,i,i,-8,i,-7,i
CC(=O)N1c2ccc(S(=O)(=O)N3CCC(C(=O)Nc4cc(C)cc(C)c4)CC3)cc2CC1C (stereo not given),i,i,7,i,i,i,i,-8,i,0,i

# Later entries
SMILES,TMEM16A inh,KCNK3 inh,HDAC3 inh,KCNQ1 act,TRPC4 act,KCNQ1 inh,ANO1 activ,hERG rescue,KCNK9 inh,Dyrk1A ADPGlo,TRPC4 PAM
CCCCNC(=O)c1ccc2c(OCC)n(CCCC)nc2c1,i,i,-22,i,i,i,i,-6,i,4,i
CCc1cc2c(nc1CC)CCN(CC/C(C)=N/O[C@@H](C)c1cc(-c3c(C)cc(C)cc3C)no1)C2,i,·,3,i,i,i,·,-14,i,·,i
CC12CCC(=O)N1C(C(=O)OCC(=O)Nc1ccc(S(N)(=O)=O)cc1)CS2 (stereo not given),i,i,-8,i,i,i,i,-6,i,-1,i
O=S(=O)(Nc1cccc(-c2cn3cccnc3n2)c1)c1ccccc1,i,i,-50,i,i,i,i,-12,i,-3,i
CCc1ccc(C(=O)COC(=O)[C@@H](NC(N)=O)[C@@H](C)CC)cc1,i,i,1,i,i,i,i,-4,i,-1,i
O=C(Nc1ccc(F)cc1)Nc1sccc1-c1nc2ccccc2s1,i,i,-6,i,i,i,i,-11,i,0,i
S=C(Nc1cccc(Cl)c1)N(CCCN1CCCC1)Cc1cccn1Cc1ccc(Cl)cc1,i,i,3,i,i,i,i,-31,i,-1,i
O=C(NCCC1=CCCCC1)c1cc(-c2ccccn2)nc2ccccc12,i,i,1,i,i,i,i,-16,i,-2,i
c1nc(Nc2ccc(N3CCOCC3)cc2)c2ccsc2n1,i,i,3,i,i,i,i,-9,i,14,i
CCOC(=O)C1(C)NC(c2ccc(N(C)C)cc2)C2C(=O)N(CC)C(=O)C21 (stereo not given),i,i,6,i,i,i,i,-8,i,0,i

# 2 successive entries from above, for reference:
SMILES,TMEM16A inh,KCNK3 inh,HDAC3 inh,KCNQ1 act,TRPC4 act,KCNQ1 inh,ANO1 activ,hERG rescue,KCNK9 inh,Dyrk1A ADPGlo,TRPC4 PAM
CCCCNC(=O)c1ccc2c(OCC)n(CCCC)nc2c1,i,i,-22,i,i,i,i,-6,i,4,i
CCc1cc2c(nc1CC)CCN(CC/C(C)=N/O[C@@H](C)c1cc(-c3c(C)cc(C)cc3C)no1)C2,i,·,3,i,i,i,·,-14,i,·,i
